Screening data: PubChem, National Center for Advancing Translational Sciences (NCATS)
GLA spleen mod: inhibitors or activators of human alpha-galactosidase in spleen homogenate. human spleen homogenate, 4MU-alpha-Gal fluorescence, 40 min. Potency, µM (titrated, usually from 80 µM), for the others: at the top dose activity change, negative = inhibition, usual class: inhibitors. P06280. hit rate 0.008% among 240,000;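 note: 0% = enzyme with vehicle and -100% = no enzyme basal signal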
Target sequence (P06280 32-429 limits assumed): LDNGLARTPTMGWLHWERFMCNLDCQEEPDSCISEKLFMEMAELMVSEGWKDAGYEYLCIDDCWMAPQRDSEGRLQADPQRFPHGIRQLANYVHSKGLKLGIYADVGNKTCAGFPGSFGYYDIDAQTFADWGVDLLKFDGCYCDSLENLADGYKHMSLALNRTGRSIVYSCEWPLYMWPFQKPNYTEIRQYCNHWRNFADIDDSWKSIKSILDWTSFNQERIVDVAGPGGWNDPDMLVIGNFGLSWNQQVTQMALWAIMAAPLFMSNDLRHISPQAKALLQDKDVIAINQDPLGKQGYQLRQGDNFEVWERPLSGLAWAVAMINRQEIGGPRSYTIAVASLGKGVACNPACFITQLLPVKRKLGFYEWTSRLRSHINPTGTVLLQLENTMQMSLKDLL
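Human spleen homogenate (1 ug) was the enzyme source, with 4-methylumbelliferyl-alpha-D-galactopyranoside (1 mM final) in pH 5.0 citrate buffer with 0.01% Tween-20. Compounds were titrated; after 40 min at 37C, NaOH/glycine stop, 4-MU fluorescence read; AC50 from Hill fits.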
Tau fibril FP: blocks human tau fibril formation measured by polarization. P10636. K18 P301L tau heparin fibrillization, Alexa594 FP, 6 h. Potency, µM (series often up to 57.7 µM), for inactives: at the highest dose activity, negative = inhibition, actives largely listed as inhibitors. hit rate 0.39% among 280,000. AID 1468; note: % is set by controls: 0 for no effect and ±100 for the full control effect; nearly all actives have a fitted effect of over 55% in size
Target sequence (P10636 561-689 P618L limits assumed): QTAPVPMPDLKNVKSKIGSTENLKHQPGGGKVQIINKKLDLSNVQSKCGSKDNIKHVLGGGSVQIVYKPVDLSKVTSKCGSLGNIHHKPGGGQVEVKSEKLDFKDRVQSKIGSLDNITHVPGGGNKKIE
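Quantitative HTS format: compounds meet 15 uM recombinant K18 P301L tau and Alexa 594-tau tracer in 100 mM sodium acetate pH 7; 20 uM heparin triggers fibrillization at 37 C over 6 hr; FP gives the signal.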
Tau ThT inhib: inhibitors of human tau fibril formation, thioflavin T binding; recombinant tau K18 P301L, heparin-induced fibrillization, ThT fluorescence; Potency, µM (highest dose often 57.4 µM), inactives show at the top dose activity, negative = inhibition, hits mostly inhibitors; hit rate 2.1% among 270,000; AID 1460; note: % is set by controls: 0 for no effect and ±100 for the full control effect; nearly all actives have a fitted effect of over 55% in size
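ThT emission at 510 nm, taken 1 hr after adding 30 uM dye, quantifies aggregates formed when 20 uM heparin acts on human tau K18 P301L for 6 hr at 37 C.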
GAA spleen mod: inhibitors or activators of human alpha-glucosidase in spleen homogenate. hit rate 0.006% among 240,000. AID 2112. P10253. Potency, µM (doses to about 79.9 µM), for inactives: at the top dose activity change, negative = inhibition, most hits filed as inhibitors. human spleen homogenate, 4-MU-alpha-glucoside fluorescence;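 note: 0% = enzyme with vehicle and -100% = no enzyme basal signal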
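Human spleen homogenate (1 ug) with 4-methylumbelliferyl-alpha-D-glucopyranoside (1 mM final) in 50 mM citrate/phosphate pH 5.0, 0.01% Tween-20; 40 min at 37 C. Stopped at pH 10; 4-MU fluorescence Ex 365/Em 440 nm; AC50 by Hill fit.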
GAA glycogen mod: alters human alpha-glucosidase cleavage of glycogen; P10253; recombinant GAA, glycogen substrate, Amplex Red glucose oxidase fluorescence; Potency, µM (top dose mostly 76.4 µM), without a hit: top-dose activity change, negative = inhibition, actives largely listed as inhibitors; hit rate 0.38% among 300,000; AID 2100;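 note: 0% = full enzyme reaction and -100% = no-enzyme basal signal; the screen sought inhibitors and activators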
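qHTS, 1536-well; enzyme 4 nM final; cpd up to 77 uM; substrate bovine liver glycogen 30 ug; 50 mM citrate/phosphate pH 5.0, 0.01% Tween-20; 37 C, 40 min; Amplex Red detection 45 min RT; Hill fit → AC50.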
HTT cytoprotect: Huntington cell model cytoprotection by ATP luminescence; hit rate 0.14% among 230,000; Potency, µM (highest dose often 56.4 µM), for the others: cytoprotection (ATP increase), hits mostly activators; PC12 HTT-Q103 induced, cytoprotection, ATP luminescence, 40 h; AID 1471;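 note: % of control where 0% means no effect; nearly all actives have a fitted effect of over 45% in size; toxic huntingtin expression switched on by the ecdysone agonist tebufenozide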
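Cells were plated at 1500 per well in phenol red-free DMEM with 5% equine and 5% calf serum. Tebufenozide (100 nM final) and compounds were added, then ATPlite reagent, and luminescence was read.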
GAA inhib: blocks human lysosomal alpha-glucosidase; purified human GAA, 4-MU-alpha-glucoside fluorescence; Potency, µM (titrated, usually from 76.9 µM), for inactives: at the highest dose activity change, negative = inhibition, most hits filed as inhibitors; P10253; hit rate 0.005% among 200,000;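 note: plate controls were uninhibited enzyme wells for no effect and no-enzyme background for full effect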
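qHTS format, compound range up to 77 uM. Human lysosomal enzyme at 4 nM, 400 uM 4-MU glucoside substrate, pH 5.0, 20 min room temperature; fluorescence after alkaline stop gives activity normalized to controls.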
Tau fluor cs: counter-screen for tau fibril formation inhibitors. tau K18 P301L Alexa594 fluorescence, heparin fibrillization. Potency, µM (doses to about 57.7 µM), for the others: at the highest dose activity change, negative = decrease. hit rate 0.93% among 280,000; note: % is set by controls: 0 for no effect and ±100 for the full control effect; nearly all actives have a fitted effect of over 55% in size
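Human tau K18 P301L (15 uM unlabeled, 0.24 uM Alexa 594-labeled) in 100 mM sodium acetate pH 7 with 20 uM heparin, 6 hr at 37 C. ThT 30 uM added, 1 hr ambient; Alexa 594 FP and total fluorescence read at 555/632 nm.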
Starred values were filed as active, the others as inactive; & = joins results of further samples; [ ] = remark or other dose. Calls come from the whole dose curve; as a rule, active = well fitted curve in the direction sought with a large enough effect; inconclusive = small, poorly fitted or top-dose-only effect, or another doubt; inactive = no such curve, though single readings can be large; an effect the other way counts as inactive or inconclusive. Potency is the fitted concentration of half-maximal effect. Hits appear at their usual frequency; any-hit rate near 3.3%.

Screening COc1cc(C2Nc3ccccc3C(=O)N2NS(C)(=O)=O)ccc1O (stereo not drawn) returned GLA spleen mod -4.5%, Tau fibril FP -4.2%, Tau ThT inhib -8.7%, GAA spleen mod 2.8%, GAA glycogen mod -17.0%, HTT cytoprotect 10.3%[10 µM] and Tau fluor cs -10.2%.
Cc1ccccc1NC(=O)C1CC(=O)N(c2ccc3c4c(cccc24)CC3)C1 (stereo not drawn) was read as GLA spleen mod -2.2%, Tau fibril FP -8.7%, Tau ThT inhib -2.2%, GAA spleen mod -9.8%, GAA glycogen mod inconclusive, HTT cytoprotect -17.6%, GAA inhib -7.1% and Tau fluor cs -8.8%.
CC(C)CCNC(=O)c1ccc(Cl)c(NC(=O)c2ccccc2F)c1 was read as GLA spleen mod 10.4%, Tau fibril FP 3.0%, Tau ThT inhib 4.5%, GAA spleen mod 2.8%, GAA glycogen mod -0.9%, HTT cytoprotect -0.7%[10 µM], GAA inhib 6.1% and Tau fluor cs -0.5%.
For Cc1cccc(N2C(S)=C(C#N)C(=O)NC23CCCCC3)c1 the results were GLA spleen mod 0.1%, Tau fibril FP inconclusive, Tau ThT inhib 31.6µM*, GAA spleen mod 0.3%, GAA glycogen mod 6.7%, HTT cytoprotect 15.1%[10 µM], GAA inhib 5.6% and Tau fluor cs -25.3%.
For Cc1ccc(C(=O)c2c(NC(=O)c3ccccc3C)sc(C)c2C)cc1 the results were GLA spleen mod -0.5%, Tau fibril FP -2.0%, Tau ThT inhib -22.1%, GAA spleen mod 1.6%, GAA glycogen mod 0.8%, HTT cytoprotect -4.0%[10 µM], GAA inhib -0.3% and Tau fluor cs -21.5%.
For Nc1nc(=S)c2ncn(C3CCCC3)c2[nH]1 the results were GLA spleen mod -3.4%, Tau fibril FP 2.0%, Tau ThT inhib -9.9%, GAA spleen mod 2.0%, GAA glycogen mod -6.6%, HTT cytoprotect -0.9%[10 µM], GAA inhib -0.2% and Tau fluor cs -11.7%.
For CCOC(=O)c1ccccc1NC(=O)CN1C(=O)CC(c2ccccc2)Sc2ccccc21 (stereo not drawn) the results were Tau fibril FP -12.9%, Tau ThT inhib inconclusive, GAA glycogen mod 2.5%[76.3 µM] and Tau fluor cs inconclusive.
For CC(=O)Nc1ccc(S(=O)(=O)N2CCN(CCC#N)CC2)cc1 the results were GLA spleen mod -8.8%, Tau fibril FP 3.0%, Tau ThT inhib -5.7%, GAA spleen mod -8.3%, GAA glycogen mod -2.7%, HTT cytoprotect -4.4%[10 µM], GAA inhib inconclusive and Tau fluor cs 0.2%.
For CCc1cc2c(cc3c(=O)n(CC(=O)NCCc4ccccc4)ncn32)s1 the results were Tau fibril FP -1.0%, Tau ThT inhib inconclusive, GAA glycogen mod 4.5%[76.3 µM] and Tau fluor cs -23.9%.
`CC[C@H]1C2=C3C(CC[C@H]4C(OCc5ccc(F)cc5C(F)(F)F)OC[C@](C)([C@@H]34)N(C(=O)OC(C)(C)C)C2)C(COC(C)=O)C1COC(C)=O` (stereo partly drawn) gave GLA spleen mod -3.2%, Tau fibril FP 2.0%, Tau ThT inhib -10.5%, GAA spleen mod -2.7%, HTT cytoprotect 13.9% and Tau fluor cs -4.4%.
`CCOC(=O)C1CCCN(C/C(O)=C(\C#N)c2nc(-c3ccccc3)cs2)C1` (stereo not drawn) gave GLA spleen mod 1.3%, Tau fibril FP -1.7%, Tau ThT inhib inconclusive, GAA spleen mod -1.7%, GAA glycogen mod 3.0%, HTT cytoprotect 14.1%[10 µM], GAA inhib -0.6% and Tau fluor cs -12.5%.
Screening CCCC[C@@H]1CNC(=S)N1CCCC returned GLA spleen mod -1.1%, Tau fibril FP -2.5%, Tau ThT inhib -3.2%, GAA spleen mod 1.7%, GAA glycogen mod 1.2%, HTT cytoprotect 41.5%[10 µM] and Tau fluor cs -0.8%.
Screening O=C(COC(=O)c1ccccc1[N+](=O)[O-])c1ccc(C2CCCCC2)cc1 returned GLA spleen mod -10.0%, Tau fibril FP 0.6%, Tau ThT inhib 12.1%, GAA spleen mod 3.0%, GAA glycogen mod 3.0%, HTT cytoprotect 6.4%, GAA inhib -3.1% and Tau fluor cs 5.6%.
For CCCCN(CC)CCNC(=O)c1cc2c(=O)[nH]c3ccccc3c2n1C the results were GLA spleen mod -6.2%, Tau fibril FP 3.2%&-0.9%, Tau ThT inhib -1.6%&2.7%, GAA spleen mod -6.0%, GAA glycogen mod -4.3%, HTT cytoprotect -3.3%, GAA inhib -1.3% and Tau fluor cs -0.5%&-7.2%.
Screening COC(=O)c1ccc(NC(=S)NCC2CC2)cc1 returned GLA spleen mod -3.9%, Tau fibril FP -0.1%, Tau ThT inhib 3.4%, GAA spleen mod 2.2%, GAA glycogen mod -7.3%, HTT cytoprotect 25.4%[10 µM], GAA inhib 12.7% and Tau fluor cs 0.5%.
Screening CS(=O)(=O)c1ccc(C2=C(c3ccccc3)C(=O)OC2)cc1 returned GLA spleen mod -3.1%, Tau fibril FP 5.9%, Tau ThT inhib 5.3%, GAA spleen mod 3.0%, HTT cytoprotect inconclusive and Tau fluor cs 1.1%.
For COc1ccc(C2(CNS(=O)(=O)c3ccccc3)CCOCC2)cc1 the results were GLA spleen mod 8.6%, Tau fibril FP -4.7%, Tau ThT inhib -5.4%, GAA spleen mod 5.3%, GAA glycogen mod -18.3%, HTT cytoprotect -8.8%, GAA inhib 8.0% and Tau fluor cs -11.4%.
For O=C(COC(=O)[C@H](Cc1c[nH]c2ccccc12)NC(=O)c1cccs1)NCc1ccccc1 the results were GLA spleen mod -6.7%, Tau fibril FP inconclusive, Tau ThT inhib -13.2%, GAA spleen mod -5.3%, GAA glycogen mod 9.5%, HTT cytoprotect 1.6%[10 µM], GAA inhib -6.8% and Tau fluor cs inconclusive.
Brc1cnc2nc[nH]c2c1 was read as GLA spleen mod 3.2%, Tau fibril FP 2.3%, GAA spleen mod 1.3%, GAA glycogen mod 3.1%, HTT cytoprotect 8.5%[10 µM] and Tau fluor cs -5.0%.
`Cc1sc2ncnc(-n3nnc4ccccc43)c2c1C` gave GLA spleen mod -0.3%, Tau fibril FP -6.0%, Tau ThT inhib 0.3%, GAA spleen mod 0.8%, GAA glycogen mod -17.0%, HTT cytoprotect -10.6%, GAA inhib 5.9% and Tau fluor cs -2.4%.
Screening COC(=O)c1ccc(C(/C=C/[C@@H](C)C(=O)N[C@H](C)CO)NC(=O)OCc2ccccc2)cc1 (stereo partly drawn) returned GLA spleen mod 0.0%, Tau fibril FP 2.8%, Tau ThT inhib -4.9%, GAA spleen mod 4.5%, HTT cytoprotect -32.6% and Tau fluor cs -5.7%.
`Cc1cccc(-c2noc(CCC(=O)Nc3ccccc3)n2)c1` gave GLA spleen mod 3.5%, Tau fibril FP -0.1%, Tau ThT inhib -2.8%, GAA spleen mod -0.9%, GAA glycogen mod 4.6%, HTT cytoprotect -5.0%[0.074 µM], GAA inhib -5.7% and Tau fluor cs -15.7%.
`CN(C(=O)c1cc(-n2cnnc2)ccc1Cl)c1ccccc1` gave GLA spleen mod -0.3%, Tau fibril FP 1.1%, Tau ThT inhib -5.1%, GAA spleen mod -2.1%, GAA glycogen mod -2.9%, GAA inhib -8.1% and Tau fluor cs -5.5%.
CCC(=O)Nc1ccc(Cl)c(NC(=O)c2cccnc2)c1 was read as GLA spleen mod -1.7%, Tau fibril FP 0.5%, Tau ThT inhib -9.9%, GAA spleen mod -1.1%, HTT cytoprotect -9.3%[0.074 µM], GAA inhib -3.2% and Tau fluor cs -4.0%.
Screening CCn1c(CCNC(=O)c2ccccc2Cl)n[nH]c1=S returned GLA spleen mod 2.9%, Tau fibril FP -4.7%, Tau ThT inhib -2.5%, GAA spleen mod -1.3%, GAA glycogen mod -6.4%, HTT cytoprotect -19.9%, GAA inhib 5.7% and Tau fluor cs -0.1%.
Screening COCCn1c(SCC(=O)Nc2sc(C)c(C)c2C#N)nnc1-c1ccc(OC)cc1 returned GLA spleen mod -6.9%, Tau fibril FP 0.9%, Tau ThT inhib -14.9%, GAA spleen mod -1.9%, GAA glycogen mod -5.4%, HTT cytoprotect -7.6%, GAA inhib -4.8% and Tau fluor cs -6.8%.
`CSc1ccccc1NC(=O)CSc1n[nH]c(N)n1` gave GLA spleen mod -3.5%, Tau fibril FP 5.2%, Tau ThT inhib 2.5%, GAA spleen mod 2.3%, GAA glycogen mod -1.0%, HTT cytoprotect 15.0%[10 µM], GAA inhib 2.4% and Tau fluor cs 4.0%.
Screening Clc1ccc(Cn2nc(-c3ccccc3)nc2-c2ccccc2)cc1 returned GLA spleen mod -5.2%, Tau fibril FP 1.5%, Tau ThT inhib -2.8%, GAA spleen mod -4.5%, GAA glycogen mod 6.3%, HTT cytoprotect 1.8%[10 µM], GAA inhib -2.0% and Tau fluor cs -13.5%.
Screening O=C(CN(C(=O)c1ccccc1Cl)N1C(=O)CCCC1=O)c1ccc(Cl)cc1 returned GLA spleen mod 0.1%, Tau fibril FP -2.3%, Tau ThT inhib -0.5%, GAA spleen mod 1.9%, GAA glycogen mod 11.9%, HTT cytoprotect -0.6%, GAA inhib 2.9% and Tau fluor cs -7.7%.
`COc1ccc(-c2nnc(SCC(=O)NC(=O)NCc3ccco3)o2)cc1` gave GLA spleen mod -2.2%, Tau fibril FP -3.3%, Tau ThT inhib -13.7%, GAA spleen mod 2.2%, HTT cytoprotect -11.0%, GAA inhib inconclusive and Tau fluor cs -6.1%.
